SMN2 splice enh – enhancers of SMN2 splice variant expression | HEK293 SMN2-luciferase splicing reporter, luminescence, 30-36 h | Potency, µM (top dose mostly 46.1 µM), for inactives: at the highest dose activity change, positive = activation, most hits filed as activators | 210,000 compounds, 2.8% hits | AID 1458; note: potency is the fitted concentration of half-maximal effect; % of control where 0% means no effect; nearly all actives have a fitted effect of over 55% in size
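qHTS luciferase splicing reporter: luminescence rises when SMN2 exon 7 is included in transfected HEK293 cells. Compound exposure lasted 30-36 h at 37C, with 4.5 mM final sodium butyrate as control, followed by a ONE-Glo read.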
LMNA splice mod – changes lamin A minigene splicing in HeLa cells; AID 1487; Potency, µM (highest dose often 46.1 µM), for inactives: top-dose ratio change, negative = inhibition, hits mostly inhibitors; 200,000 compounds, 0.01% hits; HeLa LMNA splicing GFP/RFP minigene ratio, 48 h; active = well fitted inhibition curve with a large enough effect in the signal ratio, with a control signal flat, not every such curve was filed as active; inconclusive = small, poorly fitted or top-dose-only effect, or effect the other way, or a change in a side signal; the % refers to the signal ratio; note: potency is the fitted concentration of half-maximal effect; % is set by controls: 0 for no effect and ±100 for the full control effect
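S3 HeLa stable clones carrying a lamin A-EGFP splicing minigene plus DsRed2 were seeded at 600 cells/well in Opti-MEM with 2% FBS, pin-dosed and incubated 48 h at 37°C. Acumen cytometry (488 nm) gave the GFP/RFP total-intensity ratio.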
KinaseGlo FLuc – blocks Kinase-Glo luciferase, a counter-screen artifact | 200,000 compounds, 0.28% hits | Potency, µM (highest dose often 38.3 µM), without a hit: at the top dose activity change, negative = inhibition, actives largely listed as inhibitors | Kinase-Glo luciferase, ATP luminescence, 8 min; note: potency is the fitted concentration of half-maximal effect; % is set by controls: 0 for no effect and ±100 for the full control effect; nearly all actives have a fitted effect of over 60% in size
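Kinase-Glo luciferase light output from ATP and luciferin was measured with 10 uM ATP, within the enzyme's linear range. Buffer: 50 mM imidazole pH 7.2, 50 mM KCl, 7 mM MgCl2, 0.01% Tween 20, 0.05% BSA; luminescence read after 8 min at ambient temperature.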
HttQ103 aggreg – mutant huntingtin aggregation inhibition. PC12 HttQ103-GFP aggregates, Acumen cytometry, 40 h. Potency, µM (highest dose often 46.1 µM), for the others: top-dose activity change, negative = inhibition, usual class: inhibitors. 220,000 compounds, 1.1% hits; note: potency is the fitted concentration of half-maximal effect; % is set by controls: 0 for no effect and ±100 for the full control effect; nearly all actives have a fitted effect of over 60% in size
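Compounds (qHTS titration) were added to PC12 cells expressing an ecdysone-driven HTT exon 1 Q103–GFP fusion after induction with 100 nM tebufenozide. Aggregate formation was measured as GFP objects in cell lysates.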
HTT ATP protect – protects HTT-Q103 PC12 cells, measured by ATP; PC12 HTT-Q103 induced, cytoprotection, ATP luminescence, 40 h; Potency, µM (highest dose often 56.4 µM), inactives show cytoprotection (ATP increase), usual class: activators; 230,000 compounds, 0.14% hits; AID 1471;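 note: potency is the fitted concentration of half-maximal effect; % of control where 0% means no effect; nearly all actives have a fitted effect of over 45% in size; toxic huntingtin expression switched on by the ecdysone agonist tebufenozide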
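Cells were plated at 1500 per well in phenol red-free DMEM with 5% equine and 5% calf serum. Tebufenozide (100 nM final) and compounds were added, then ATPlite reagent, and luminescence was read.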
CBFb-RUNX1 inh – inhibitors of human CBF-beta and RUNX1 interaction. AID 1477. Potency, µM (titrated, usually from 59.8 µM), inactives show at the highest dose activity, negative = inhibition, most hits filed as inhibitors. Q01196+Q13951. 230,000 tested, under 10 active. AlphaScreen CBFb-His/RUNX1-biotin binding, biochemical; note: % of control where 0% means no effect
Target sequence (Q01196 whole entry, looked up): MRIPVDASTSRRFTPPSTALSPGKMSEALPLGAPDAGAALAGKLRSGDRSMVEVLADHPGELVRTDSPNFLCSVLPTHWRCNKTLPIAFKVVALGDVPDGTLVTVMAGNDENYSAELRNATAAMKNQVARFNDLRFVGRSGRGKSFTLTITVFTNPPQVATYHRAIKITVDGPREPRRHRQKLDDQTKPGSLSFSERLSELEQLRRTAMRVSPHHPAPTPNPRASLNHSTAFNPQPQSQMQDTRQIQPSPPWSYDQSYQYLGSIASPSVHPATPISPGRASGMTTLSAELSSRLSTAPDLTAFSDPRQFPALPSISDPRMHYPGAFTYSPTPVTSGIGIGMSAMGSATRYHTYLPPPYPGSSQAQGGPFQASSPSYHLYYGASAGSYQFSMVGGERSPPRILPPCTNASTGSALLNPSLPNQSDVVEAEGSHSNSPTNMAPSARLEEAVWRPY
Target sequence (Q13951 whole entry, looked up): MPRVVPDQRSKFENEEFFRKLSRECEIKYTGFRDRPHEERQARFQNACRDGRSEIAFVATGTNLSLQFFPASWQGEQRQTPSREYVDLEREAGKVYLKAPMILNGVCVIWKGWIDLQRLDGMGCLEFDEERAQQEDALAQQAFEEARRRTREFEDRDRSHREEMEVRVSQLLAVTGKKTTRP
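CBFb-His/RUNX1-biotin, 30 nM each, preincubated 20 min RT; compound 15 min RT; Ni + streptavidin beads 50 ng each, 90 min RT; AlphaScreen read.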
IMPase Li cell – IMPase inhibition in cells with lithium potentiation | CHO-M1 cells, IP1 TR-FRET (IP-One), carbachol + lithium | Potency, µM (highest dose often 59.4 µM), for the others: at the top dose activity, negative = IMPase inhibition, most hits filed as inhibitors | 210,000 compounds, 0.35% hits | AID 1457;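 note: IP1 builds up when IMPase is blocked and the TR-FRET signal falls; potency is the fitted concentration of half-maximal effect; plate controls were basal vehicle for no effect and high inhibitor control for full effect; nearly all actives have a fitted effect of over 50% in size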
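Readout is a homogeneous TR-FRET IP1 immunoassay (Ex 320, Em 665 and 620), where raised cytosolic IP1 lowers signal. Cells were CHO-M1 treated 30 min at 37C with test compounds plus a little lithium; AC50 values came from Hill-equation fitting.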
* marks the source's active call; other numbers are inactive results; ? = inconclusive; / = not tested or not shown; & = joins results of further samples; [ ] = another dose, or the depositor's remark. Unless noted, calls come from the whole dose curve; as a rule, active = well fitted curve in the direction sought with a large enough effect; inconclusive = small, poorly fitted or top-dose-only effect, or another doubt; inactive = no such curve, though single readings can be large; an effect the other way counts as inactive or inconclusive.

Below each compound: IMPase Li cell	CBFb-RUNX1 inh	HttQ103 aggreg	LMNA splice mod	HTT ATP protect	KinaseGlo FLuc	SMN2 splice enh
C[C@]12CC[C@@H](O)C[C@@H]1CC[C@@H]1[C@@H]2CC[C@]2(C)[C@@H](O)CC[C@@H]12
 : 21.4%	11.7%	5.3%	?	/	1.6%	-23.1%
O=C(CC1CCCCC1)c1c(O)c2ccccc2oc1=O
 : 15.3%[38.3 µM]	12.2%	?	?	-12.4%[0.074 µM]	-1.4%	/
Cn1c(O)c(C=NCc2cccs2)c(=O)n(C)c1=O
 : -2.4%[38.3 µM]	0.8%	-22.3%	2.8%	-10.7%	-3.8%	-14.1%
O=C(O)[C@@H]1C[C@H]1[C@@H](NP(=O)(c1ccccc1)c1ccccc1)c1ccccc1
 : 9.8%&-6.3%	2.2%[2.36 µM]	-7.5%	2.6%	-15.7%	6.1%&-3.7%	-19.3%&0.0%
COc1ccccc1-n1c(O)c(C=NC2CC2)c(=O)[nH]c1=O
 : 0.6%[38.3 µM]	1.0%	-14.5%[9.22 µM]	9.8%	3.9%	-2.2%	-3.1%
COc1ccc(CCNCc2ccc(OC)c(OC)c2OC)cc1
 : 24.8%[38.3 µM]	-3.0%	-2.6%	0.0%	-12.8%	1.7%	-16.3%
CCCCC(=O)N/N=C/c1c(O)n(CC)c(=S)n(CC)c1=O
 : 8.6%	-4.0%	3.98µM*	?	-15.4%[10 µM]	4.6%	-33.7%[inhibitor]
COc1ccccc1CC1C(=O)C2CCN1CC2 (stereo not given)
 : 0.6%[38.3 µM]	3.3%	2.6%	13.2%	-0.1%	-0.5%	-3.3%
C=CCn1c(O)c(C(C)=NCCCn2ccnc2)c(=O)[nH]c1=O
 : /	3.8%	-15.7%[9.22 µM]	/	6.1%[10 µM]	/	/
O=c1[nH]c(=S)n(Cc2ccc(F)cc2)c(O)c1C=NCc1cccnc1
 : 28.0%[38.3 µM]	0.1%	8.7%	-5.6%	-5.6%	0.9%	-3.2%
O=C(COc1ccc(Cl)cc1)NC1CN2CCC1CC2 (stereo not given)
 : 4.7%[38.3 µM]	4.1%	-17.7%	1.4%	-1.7%	-0.8%	-2.7%
O=Cc1cn(Cc2cccc(F)c2)c2ccccc12
 : 7.7%	-3.3%	-28.2%	?	14.2%[10 µM]	-4.1%	-89.6%[inhibitor]
CC(=O)OC1(c2ccccc2)CCN(C)C(C)C1C (stereo not given)
 : 6.5%	9.2%	-9.1%	-11.1%	32.6%[10 µM]	-1.9%	-17.6%
CCC(C)n1c(O)c(C=NCC2CCCO2)c(=O)[nH]c1=S (stereo not given)
 : /	4.0%	5.2%[9.22 µM]	/	-4.5%[10 µM]	/	/
CC(C)Oc1cccnc1N(C)C1CCN(Cc2ccccc2)CC1
 : 22.1%	-5.9%	/	?	?	-3.5%	-43.7%[inhibitor]
C[C@@]12CCC(O)C[C@H]1CCC1C2CC[C@]2(C)C(=O)CCC12 (stereo not given in full)
 : -2.7%	/	/	?	/	-2.6%	-16.1%
CC(C)CN1CCN(Cc2ccccc2C(F)(F)F)CC1CCO (stereo not given)
 : 19.2%	8.3%	-14.9%[9.22 µM]	?	1.9%[10 µM]	-3.3%	/
COc1ccc(-c2csc(NC(=O)COC(=O)Cc3ccccc3)n2)cc1OC
 : -0.4%	-8.4%	8.6%	-3.4%	36.5%[10 µM]	-2.7%	9.8%
O=C1CCN(C(=O)Cc2ccccc2[N+](=O)[O-])CC1
 : -0.7%	2.3%	11.2%	/	-13.1%	-2.0%	-9.6%
Cc1cccc(OP(N)(=O)Oc2cccc(C)c2C)c1C
 : /	4.2%	6.3%[9.22 µM]	/	3.1%[10 µM]	/	/

A second format for some results above:
> O=C(O)[C@@H]1C[C@H]1[C@@H](NP(=O)(c1ccccc1)c1ccccc1)c1ccccc1
- IMPase Li cell = 9.8%&-6.3%
- CBFb-RUNX1 inh = 2.2%[2.36 µM]
- HttQ103 aggreg = -7.5%
- LMNA splice mod = 2.6%
- HTT ATP protect = -15.7%
- KinaseGlo FLuc = 6.1%&-3.7%
- SMN2 splice enh = -19.3%&0.0%
> COc1ccccc1-n1c(O)c(C=NC2CC2)c(=O)[nH]c1=O
- IMPase Li cell = 0.6%[38.3 µM]
- CBFb-RUNX1 inh = 1.0%
- HttQ103 aggreg = -14.5%[9.22 µM]
- LMNA splice mod = 9.8%
- HTT ATP protect = 3.9%
- KinaseGlo FLuc = -2.2%
- SMN2 splice enh = -3.1%
> COc1ccc(CCNCc2ccc(OC)c(OC)c2OC)cc1
- IMPase Li cell = 24.8%[38.3 µM]
- CBFb-RUNX1 inh = -3.0%
- HttQ103 aggreg = -2.6%
- LMNA splice mod = 0.0%
- HTT ATP protect = -12.8%
- KinaseGlo FLuc = 1.7%
- SMN2 splice enh = -16.3%

Later entries.
Below each compound: IMPase Li cell	CBFb-RUNX1 inh	HttQ103 aggreg	LMNA splice mod	HTT ATP protect	KinaseGlo FLuc	SMN2 splice enh
O=C(C1CCN(c2nc3ccc(Br)cc3s2)CC1)N1CCC2(CC1)OCCO2
 : 16.7%[38.3 µM]	1.5%	?	5.0%	-21.9%	-3.3%	-76.8%[inhibitor]
C=C1[C@@H](O)C2C=CC[C@H](C)C(=O)[C@@](C)(O)C=C[C@@H](OC(C)=O)[C@@]23C(=O)N[C@H](Cc2ccccc2)[C@@H]3[C@@H]1C (stereo not given in full)
 : 11.0%	-3.1%[21.7 µM]	/	/	-61.8%[inhibitor]	1.1%	/
CN(C)CCN=Cc1c(O)n(-c2cccc3ccccc23)c(=O)[nH]c1=O
 : 5.4%[38.3 µM]	9.3%	-1.1%	0.0%	-5.1%[0.074 µM]	0.9%	-7.1%
Cc1cccc(C)c1N
 : -17.7%	?	/	/	0.9%	/	0.1%
CN1c2ccccc2Oc2ccccc21
 : -11.5%	15.4%	-10.6%	?	/	3.2%	-1.1%
Cn1c2ccccc2c2c(C(=O)N3CCC4(CC3)OCCO4)cn(C3CCCC3)c(=O)c21
 : 17.7%[38.3 µM]	-7.6%	12.5%	-7.1%	13.3%[10 µM]	-2.5%	16.4%
CCCCNC(=O)n1c(NC(=O)OC)nc2ccccc21
 : 12.8%	16.8%[21.7 µM]	/	/	-99.9%[inhibitor]	/	10.4%
Cc1ccc(S(=O)(=O)N(C)C)cc1NC(=O)C(C)[N+]12CCN(CC1)CC2 (stereo not given)
 : 4.9%	-2.4%	2.3%	2.7%[46 µM]	-28.4%	-0.7%	0.2%
O=c1[nH]c(=O)n(Cc2ccco2)c(O)c1C=NC1CCN(Cc2ccccc2)CC1
 : /	10.1%	14.6%[9.22 µM]	/	0.2%[10 µM]	/	/
O=c1[nH]c(=S)n(CCC2=CCCCC2)c(O)c1C=NC1CCN(Cc2ccccc2)CC1
 : 4.5%[38.3 µM]	-6.8%	10.9%	-6.0%[0.0737 µM]	?	0.4%	-28.0%
O=C(O)CN1CCN(CC(=O)O)CC(=O)[O][Hg][O]C(=O)C1
 : 2.9%	/	/	/	-44.8%[inhibitor][10 µM]	-20.3%[7.66 µM]	4.7%[9.22 µM]
CCOP(=S)(OCC)SCSC(C)(C)C
 : 36.2%[activator]	7.6%[21.7 µM]	/	/	10.4%	/	-3.1%
COc1cccc(CNCCc2ccccc2)c1OC
 : -5.7%	-0.8%	-3.2%	/	-39.9%[inhibitor]	-2.7%	-15.2%
COc1nc(NC(C)C)nc(NC(C)C)n1
 : 3.5%	0.7%	-14.5%	10.4%&0.6%	-0.5%	-0.7%&0.0%	3.5%&-8.0%
C[N+]1=C(/C=C/Nc2ccccc2)C(C)(C)c2ccccc21
 : -15.5%	0.8%	?	?	28.3%[10 µM]	-6.0%	-10.2%
COc1ccc(OCC(=O)Nc2ccc(Cl)cc2C(=O)c2ccccc2)cc1
 : 18.3%[38.3 µM]	-3.4%	-2.8%	16.7%	-19.0%	6.2%	-11.9%

Single records, from the list above:
Record of `O=c1[nH]c(=O)n(Cc2ccco2)c(O)c1C=NC1CCN(Cc2ccccc2)CC1` = IMPase Li cell: /; CBFb-RUNX1 inh: 10.1%; HttQ103 aggreg: 14.6%[9.22 µM]; LMNA splice mod: /; HTT ATP protect: 0.2%[10 µM]; KinaseGlo FLuc: /; SMN2 splice enh: /
Record of `O=C(O)CN1CCN(CC(=O)O)CC(=O)[O][Hg][O]C(=O)C1` = IMPase Li cell: 2.9%; CBFb-RUNX1 inh: /; HttQ103 aggreg: /; LMNA splice mod: /; HTT ATP protect: -44.8%[inhibitor][10 µM]; KinaseGlo FLuc: -20.3%[7.66 µM]; SMN2 splice enh: 4.7%[9.22 µM]

Screening results: PubChem, National Center for Advancing Translational Sciences (NCATS)

A portion of the library; the hit share may differ from the screen's.
